hcGAS inh: inhibitors of human cGAS; 290,000 compounds, 0.081% hits; inhibition, % at 12.5 µM; Q8N884; AID 1259398; recombinant h-cGAS, ATP depletion, Kinase-Glo luminescence;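 further: 0% = vehicle reaction and 100% = reaction without DNA for no activity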
Target sequence (Q8N884 whole entry, looked up): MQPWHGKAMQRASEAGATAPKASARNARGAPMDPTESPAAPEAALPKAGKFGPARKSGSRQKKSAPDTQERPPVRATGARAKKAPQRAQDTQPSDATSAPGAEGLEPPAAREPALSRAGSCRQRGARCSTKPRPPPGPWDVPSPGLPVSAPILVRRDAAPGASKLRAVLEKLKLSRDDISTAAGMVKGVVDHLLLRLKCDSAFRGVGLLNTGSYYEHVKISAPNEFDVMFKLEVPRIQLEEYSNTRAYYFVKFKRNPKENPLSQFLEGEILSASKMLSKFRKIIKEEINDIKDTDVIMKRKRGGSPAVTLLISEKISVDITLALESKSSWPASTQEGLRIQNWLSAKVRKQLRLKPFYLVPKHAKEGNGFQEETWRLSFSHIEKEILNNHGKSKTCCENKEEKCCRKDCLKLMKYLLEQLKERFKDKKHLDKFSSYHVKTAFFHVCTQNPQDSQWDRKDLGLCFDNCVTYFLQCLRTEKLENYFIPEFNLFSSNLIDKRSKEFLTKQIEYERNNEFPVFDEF
mcGAS inh: inhibitors of mouse cGAS; Q8C6L5; recombinant cGAS, Kinase-Glo ATP depletion luminescence; inhibition, % at 12.5 µM; 160,000 compounds, 0.15% hits;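 further: 0% = negative control wells and 100% = reference inhibitor with no enzyme activity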
NPYLR7 ag: mosquito NPYLR7 agonism | 270,000 compounds, 0.15% hits | AID 1259423 | HEK293T NPYLR7/Galpha15, GCaMP6s calcium fluorescence | activation, % at 10 µM; in the data active means activation above about 40%;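 further: 0% = vehicle and 100% = reference agonist at the receptor; some compounds past the cut are filed as inactive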
The depositor's hits bear a star; nt = no result given; & = joins results of further samples. Unless noted, no stated cut-off is given here; in the data, active means inhibition above about 40%; inactive means the rest.

The opening 5 records as a preview:
cpd	structure	hcGAS inh	mcGAS inh	NPYLR7 ag
1	CC(C)S(=O)(=O)Nc1ccc2c(c1)C(=O)N(C)c1ccccc1O2	-2	nt	-1
2	CC1CCN(c2ccc(NC(=O)c3ccc(Cl)cc3Cl)cc2C(=O)NCc2ccc(F)cc2)CC1	-3	-5	1
3	CC(C)C(C(=O)O)N1C(=O)C2C3CCC(C3)C2C1=O (stereo not given)	2	-4	3
4	O=C(NCC1(c2ccc(Cl)cc2Cl)CCOCC1)c1cnsn1	-7	-16	20
5	Cc1ccc(N(CCCN2C(=O)c3cccc4cccc(c34)C2=O)C(=O)c2cccc([N+](=O)[O-])c2)cc1	-9	-5	0

The whole of this part, repeating the preview:
cpd	structure	hcGAS inh	mcGAS inh	NPYLR7 ag
1	CC(C)S(=O)(=O)Nc1ccc2c(c1)C(=O)N(C)c1ccccc1O2	-2	nt	-1
2	CC1CCN(c2ccc(NC(=O)c3ccc(Cl)cc3Cl)cc2C(=O)NCc2ccc(F)cc2)CC1	-3	-5	1
3	CC(C)C(C(=O)O)N1C(=O)C2C3CCC(C3)C2C1=O (stereo not given)	2	-4	3
4	O=C(NCC1(c2ccc(Cl)cc2Cl)CCOCC1)c1cnsn1	-7	-16	20
5	Cc1ccc(N(CCCN2C(=O)c3cccc4cccc(c34)C2=O)C(=O)c2cccc([N+](=O)[O-])c2)cc1	-9	-5	0
6	COC(=O)c1scc(-c2ccccc2)c1S(=O)(=O)N1CCCC1	-3	-6	-3
7	O=C(O)c1cn(Cc2ccc(F)cc2)nc1OCc1ccc(F)cc1	-11	nt	-2
8	CN(Cc1nc2ccccc2c(=O)[nH]1)c1ccc(C#N)cn1	-4	-5	5
9	Cc1cc(N2CCCC2C(=O)Nc2nc3ccccc3s2)nc(C)n1 (stereo not given)	-3	nt	-2
10	CCC(Sc1ccccc1)C(=O)Nc1nc(C)ncc1C#N (stereo not given)	-3	nt	3
11	Cc1cc(=O)[nH]c(NN=Cc2ccc(F)c(F)c2)n1	-7	-2	3
12	O=C(NCc1ccccc1F)N1CCN(C(c2ccccc2)c2ccc(Cl)cc2)CC1 (stereo not given)	-4	-8	35
13	N#Cc1cc(NCC2(O)CCOCC2)nc2ccc(Cl)cc12	-11&-6	nt	0
14	O=C(Cn1c(=O)oc2ccccc21)N1CCCCC1CCn1cccn1 (stereo not given)	-2	-18	7
15	Clc1ccc(C2=NOC(CNCc3cccc(Cl)c3)C2)cc1 (stereo not given)	0	-5	-1
16	CNC(=O)N1CCN(S(=O)(=O)c2cc(OC)c(OC)cc2C)CC1	-8	nt	4
17	Fc1ccc(Nc2nc(-c3cccs3)nc3cc(Cl)ccc23)cc1	-8	-7	-3
18	Cc1cc(Cl)c2oc(C(=O)NCCCn3nnc4ccccc43)c(C)c2c1	-4	-7	8
19	Cc1ccccc1NC(=O)c1ccc(-n2nc(-c3cccc(C(F)(F)F)c3)cc2N)cc1	2	0	-9
20	COc1ccccc1Oc1ncccc1CNC(=O)c1ocnc1C	-6	nt	3
21	O=C(NCCc1cccnc1)c1ccc(SCc2ccccc2)nc1	-4	-5	21
22	Cc1ccc(C)c(Cn2c(=O)c3c(nc4n(CCO)c(C)cn34)n(C)c2=O)c1	4	nt	-7
23	CC(=O)c1cccc(Nc2nccc3[nH]c(-c4ccccc4)cc23)c1	1	-4	2
24	COc1cc(NS(C)(=O)=O)ccc1Cc1c2ccccc2nc2ccccc12	-1	3	-6
25	CCCc1cnc2c(c1SCc1ccc(C(=O)OC)o1)c(=O)n(C)c(=O)n2C	-6	-8	3
26	CCC(C)OC1OC(CO)C(O)C(O)C1NC(C)=O (stereo not given)	-3	-4	2
27	CN(C)c1ccc(C=NS(=O)(=O)NC2=NCCCCC2)cc1	-11	nt	8
28	COCc1ccccc1NC(=O)NCCc1cccc(C)c1	-7	nt	4
29	Cc1c(C(=O)N2CCN(C)CC2)[nH]c2ccc(OCc3ccccc3)cc12	-3	-3	1
30	CCN1CCCC1CN(CC1CCN(CCOC)CC1)C(=O)c1n[nH]c2c1CCC2 (stereo not given)	-1	-7	-1
31	Cc1ccnc(NCCNC(=O)CN2CCOc3ccccc3C2)c1	5	-3	-9
32	CCC1=C(C(=O)OC)C(c2ccc([N+](=O)[O-])cc2)NC(=S)N1 (stereo not given)	-1	nt	2
33	CC(C)(C)NC(=O)[C@@H]1C[C@@H]2CCCC[C@@H]2CN1C[C@@H](O)[C@H](Cc1ccccc1)NC(=O)[C@H](CC(N)=O)NC(=O)c1ccc2ccccc2n1	1&-5	nt	-6&-3
34	CC1C(=O)NCCN1Cc1ccc(Br)cc1F (stereo not given)	-11	nt	5
35	CCc1sc(C(=O)NCC(O)COc2cccc(C(F)(F)F)c2)cc1C (stereo not given)	-4	nt	0
36	O=C(NCC1CCS(=O)(=O)C1)c1ccc2oc(CCCc3ccccc3)nc2c1 (stereo not given)	-10	nt	3
37	COc1ccccc1C(=O)NNC(=O)CCN1C(=O)/C(=C/c2ccc(C)cc2)SC1=S	-3	-5	-1
38	CCOC(=O)c1cc(-c2cccc(NC(=O)c3ncoc3-c3ccc(OC)cc3)c2)n(-c2ccccn2)n1	-9	-9	4
39	CC1CCCCN1c1cc(C(F)(F)F)nc(SCc2ccc(C(=O)NCc3ccc4c(c3)OCO4)cc2)n1 (stereo not given)	-7	-5	17
40	S=c1[nH]c2ccccc2n1C1CCCCC1	-2&-7	-6	-5&-8
41	Cc1cccc(Cn2c(=O)c3c(nc4n(CCOCCO)c(C)c(C)n34)n(C)c2=O)c1	2	nt	-9
42	Cc1cc(C)c(CCNC(=O)C(C)c2c(C)nn(C)c2C)c(C)c1 (stereo not given)	-4	-6	-2
43	Cc1ccc(N2CCC(C(=O)O)C2=O)cc1 (stereo not given)	1	nt	2
44	N#Cc1ccc(CN2CCCN(c3nc(C4CC4)ns3)CC2)cc1	-3	nt	3
45	CC(=O)Nc1cccc(NC(=O)CCN2CCC[C@H]2CO)c1	-5	nt	14
46	CCS(=O)(=O)NCC1CN(c2ccc(C)cc2)C(=O)O1 (stereo not given)	-2	nt	4
47	O=C(NC(c1ccc(F)cc1)c1ccc2ccccc2n1)C1CCN(Cc2ccc3c(c2)OCO3)CC1 (stereo not given)	0	1	-11
48	O=C(Nc1cccc(N2CCOC2=O)c1)N(CCN1CCCC1)Cc1ccccc1	-3	nt	-8
49	O=C(O)c1cc(Cl)cc(Cl)c1I	-2	2	2
50	Cc1cc(C(=O)NCC2Cc3cc(F)ccc3O2)ccc1Br (stereo not given)	1	nt	16

Continuation.
cpd	structure	hcGAS inh	mcGAS inh	NPYLR7 ag
51	O=C(Nc1ccc(-c2nc3ccccc3o2)cc1)c1ccccc1F	-1	1	-6
52	CC(=O)Nc1ccc(SCC(=O)N2CCCc3ccccc32)nn1	-4	nt	1
53	Cc1nc2sccn2c(=O)c1NC(=O)c1ccc2c(c1)OCO2	-6	-6	16
54	CCc1nc2ccc(C(=O)Nc3ccc(OC)c(OC)c3)cn2c1N(CC)CCOC	-4	-3	-6
55	CC(C)Cc1nc(N2CCN(C(=O)c3cccc(Cl)c3)CC2)c2c(-c3cccc(C(F)(F)F)c3)noc2n1	-1	-5	13
56	CCCCOc1ccc(C(=O)Nn2cnc3c(cnn3-c3ccc(C)cc3)c2=O)cc1	-10	nt	-1
57	CCCN1CCC(NCc2ccc(-c3cccc(Cl)c3Cl)o2)CC1	-1	-9	-2
58	Cc1cccc(C2c3[nH]c4ccccc4c3CCN2C(=O)Cn2cnc3ccccc32)n1 (stereo not given)	-4&4	1	2&-4
59	O=C(NNC(=O)c1ccc(F)cc1F)c1ccc(F)cc1	-9	-8	0
60	Cc1cc(Oc2ccc3c(-c4ccccn4)noc3n2)ccc1F	-4	-8	2
61	COc1ccc(-c2noc(CN(C)Cc3ccc(OC)c4ncccc34)n2)c(OC)c1OC	-7	-9	14
62	O=C(NC1(C(F)(F)F)N=C(c2ccccc2)NC1=O)C1CCCCC1 (stereo not given)	-16	-7	2
63	O=C(CCc1ccccc1)N(CCCN1CCOCC1)c1nc2ccc(F)cc2s1	-2	-8	0
64	COc1cc(C2Nc3ccccc3C(=O)N2c2cccc(C)c2)ccc1OCC(N)=O (stereo not given)	-4	-9	-4
65	O=C(NCCc1nc2ccccc2n1CCC1CCCCC1)c1ccco1	-5	-7	-2
66	COc1ccc(N=c2oc3ccc([N+](=O)[O-])cc3cc2C(=O)NC(C)=O)cc1	-7	nt	-8
67	Cc1c(CN(C)C(=O)C(=O)N2CCCCCC2)cnn1C	-5	nt	1
68	COc1ccccc1-n1ncc2c(C(C)C)nnc(SCC(=O)NCc3ccc4c(c3)OCO4)c21	-6	-14	-10
69	Cc1cc(N(C)C2CCCCC2)nc(SCc2cccc(C(=O)NCc3ccncc3)c2)n1	-11	-4	12
70	COC(=O)C(CC(C)C)NC(=O)Cc1ccc(OC)c(F)c1 (stereo not given)	-5	nt	8
71	Fc1c(F)c(F)c(NC2=NCCCCC2)c(F)c1F	-9	nt	0
72	CC(=O)c1cc(CC(=O)N2Cc3cnn(CCO)c3C2)cs1	0	nt	9
73	CC(C)(C)c1ccc(C(=O)N=C2N=C3C=CC(Br)=CN3Cc3ccccc32)cc1	-6	-7	-7
74	CC(C)(C)c1ccc(C2SCCN2C(=O)c2ccc(Br)cc2)cc1 (stereo not given)	-6	-6	2
75	Cc1c(CCC#N)c(Cl)n2c(nc3ccccc32)c1C#N	-2	nt	3

Overlap with the part before: 3 entries, then new ones.
cpd	structure	hcGAS inh	mcGAS inh	NPYLR7 ag
73	CC(C)(C)c1ccc(C(=O)N=C2N=C3C=CC(Br)=CN3Cc3ccccc32)cc1	-6	-7	-7
74	CC(C)(C)c1ccc(C2SCCN2C(=O)c2ccc(Br)cc2)cc1 (stereo not given)	-6	-6	2
75	Cc1c(CCC#N)c(Cl)n2c(nc3ccccc32)c1C#N	-2	nt	3
76	Nc1cc2ccccc2oc1=O	6	nt	0
77	CCNC(=O)O[C@H]1C(=O)N(C)C2(CCN(C(=O)c3ccco3)CC2)[C@@H]1C(=O)OCC	0	-4	29
78	COc1cccc(Cc2nc3c(c(N4CCOCC4)n2)CN(C(=O)COc2ccccc2)CC3)c1	-12	-6	-1
79	Cc1ccc(C)c(-n2c(C)cn3c4c(=O)n(CC(=O)C(C)(C)C)c(=O)n(C)c4nc23)c1	-7	-6	4
80	O=c1oc2ccccc2n1CCN1CCN(c2nccc3ccccc23)CC1	-4	-9	27
81	CCC(CC)NC(=O)c1[nH]c(C)c(C(=O)OC)c1C	-5	nt	-11
82	CC1=C/C(=N/N=C2\NC(=O)C(CC(=O)Nc3ccc(Cl)cc3)S2)CC(C)(C)C1 (stereo not given)	-6	nt	5
83	CC1CN(c2cc(Cl)nc(SCC(=O)NCCCN3CCOCC3)n2)CCN1C(=O)NC(C)(C)C (stereo not given)	0	-4	7
84	Cc1nc(-c2ccc(Cl)cc2)nc(N2CCN(S(=O)(=O)c3cccc4cccnc34)CC2)c1Cc1ccccc1	-6	-6	-5
85	CCCCc1ccc(C(=O)N(CCCOCC)CC(=O)N(Cc2cccn2Cc2ccc(F)cc2)C2CCCCC2)cc1	-4	-5	1
86	COc1ccc(C(=O)Nc2ccc(N3CCC(NC(C)c4cccs4)CC3)cc2)cc1 (stereo not given)	-9	-12	21
87	O=C(COCc1ccccc1)N1CCN(c2nc3ccccc3nc2-c2ccccc2)CC1	0	2	nt
88	Cc1ccc(C(CCO)n2cc(-c3ccnc4ccccc34)nn2)cc1 (stereo not given)	-7	nt	6
89	O=S(=O)(NCCc1ccc(OC(F)F)cc1)c1cccs1	-4	-4	1
90	O=C(NCCNS(=O)(=O)Cc1ccccc1)C1CCC1	2	nt	-4
91	CCOC(=O)c1cnc2nc(SC)[nH]n2c1=O	12	nt	-10
92	O=C(Nc1ccc2ncsc2c1)c1nc2ccccc2s1	-11	-9	7
93	Cc1nc(C(C)C)sc1C(=O)Nc1nncs1	0	nt	-5
94	CCCC1(C2CCN(C(=O)c3cccs3)CC2)NC(=O)N(CCc2ccccn2)C1=O (stereo not given)	-7	-13	38
95	CN(C)CCNCC1(c2ccnc(-c3cccc(NS(C)(=O)=O)c3)c2)CC1	-6	-6	8
96	CCc1c(C)nc(-n2nc(C)cc2NC(=O)/C=C/c2ccc(OC)c(OC)c2)[nH]c1=O	-12	-8	9
97	NC(=O)c1c(NC(=O)c2cc(-c3cccs3)on2)sc2c1CCCC2	2	nt	1
98	COC(=O)C1CCN(C(=O)CCC2CCCCC2)CC1	1	1	nt
99	O=C1CCCCCN1CCCNc1nc(C(F)(F)F)nc2ccccc12	-4	-16	5
100	O=C(CCC1CCCC1)Nc1nnc(SCC(=O)c2cccc([N+](=O)[O-])c2)s1	-2	-4	5
101	CC(C)N(Cc1ccc(C#N)cc1)C(=O)Nc1ccc(N(C)C)cc1	-7	nt	9
102	Cc1cnccc1N1CCCN(C(=O)c2cnc3ccccc3c2)CC1	0	nt	1
103	Cc1ccc2nc(C)c(NC(=O)c3ccccc3C(F)(F)F)c(=O)n2c1	-16	nt	4
104	CCc1nnc(-c2cc3ccccc3n2CC(=O)N(C(C)C)C(C)C)o1	-2	1	-3
105	CN1C(=S)N(C(c2ccccc2)c2ccccc2)C(=O)/C1=C\c1cccc(OCCO)c1	-7	-8	26
106	O=C(O)CCC1CN(C(=O)c2ccccc2)c2ccccc21 (stereo not given)	-4	nt	-7
107	COc1ccc(-c2cc(C(=O)NC3CCCCC3)n3nc(C(C)(C)C)cc3n2)cc1	-9	-7	8
108	CCc1c(C)nn(-c2ccc(C(=O)NCc3cccnc3)cc2)c1C	-3	-4	-2
109	Cc1ccccc1-n1nc(C(C)(C)C)cc1NC(=O)CN(Cc1ccccc1)C(=O)C(Cl)c1ccccc1 (stereo not given)	0	-2	-2
110	Cc1nn2c(N3CCOCC3)cc(C(C)(C)C)nc2c1-c1ccccc1	-6	-7	-2

Compound activity (PubChem)
